SENP1 FRET inh: blocks the human SENP1 SUMO protease catalytic domain; Q9P0U3; 360,000 tested, 0.21% active; recombinant SENP1 catalytic domain, CyPet-SUMO1-YPet FRET cleavage; inhibition, % at 10 µM;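 active = inhibition at least 30% at 10 µM, raw YFP signal under a set limit, fluorescence ratio 0.5 to 1.5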;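 note: 0% = enzyme with DMSO and 100% = no enzyme wells; some results filed as inactive read as strong as hits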
Target sequence (Q9P0U3 419-644 limits assumed): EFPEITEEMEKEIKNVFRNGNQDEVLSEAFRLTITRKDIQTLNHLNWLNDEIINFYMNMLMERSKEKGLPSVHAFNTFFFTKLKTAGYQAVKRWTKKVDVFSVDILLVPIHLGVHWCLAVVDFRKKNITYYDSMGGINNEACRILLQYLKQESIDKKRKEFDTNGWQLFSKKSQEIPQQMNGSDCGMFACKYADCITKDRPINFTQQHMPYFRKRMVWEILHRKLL
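Compound: 10 µM single point, 0.5% DMSO; Test system: hSENP1 catalytic domain, recombinant; Timing: 50 min reaction at room temperature; Technique: FRET, CFP and YFP emission; Control set: no-enzyme wells low, DMSO-plus-enzyme wells high control.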
UBC13 polyUb: inhibitors of human UBC13 polyubiquitin chain formation | P61088 | TR-FRET | inhibition, % at 20 µM | 330,000 tested, 0.47% active | AID 485273; in the data active = inhibition above about 45%, passing the limit was not always enough; inconclusive = no clear call, values can overlap the other calls
Target sequence (P61088 whole entry, looked up): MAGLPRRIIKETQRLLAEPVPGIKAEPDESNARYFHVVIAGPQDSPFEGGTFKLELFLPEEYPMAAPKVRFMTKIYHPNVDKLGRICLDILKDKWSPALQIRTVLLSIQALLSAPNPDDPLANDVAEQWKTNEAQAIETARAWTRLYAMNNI
MIN6 prolif: inducers of beta-cell replication in MIN6 cells. MIN6 cells proliferation, ATPlite luminescence, 48 h; cells starved in 0.2% serum; 100% = growth in 10% serum. proliferation, % at 10 µM. 330,000 tested, 0.29% active. AID 2380;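 active = compounds whose signal lies at least 3.5 SD above the mean of all wells on their plate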;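 note: 0% = DMSO-treated cells in low-serum medium and 100% = 10% serum control; some compounds called inactive have numbers as strong as hits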
PfG6PD inh: PfG6PD (Plasmodium falciparum) enzyme inhibition. PfGluPho enzyme, NADPH resazurin-diaphorase fluorescence. inhibition, % at 20 µM. 350,000 tested, 0.78% active. AID 504690;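 active = inhibition reaching at least a set limit at 20 µM in the primary screen, cut at about 59% in these data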;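 note: 0% = DMSO wells with substrate and 100% = DMSO wells lacking glucose-6-phosphate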
SENP8 block-1: inhibitors of human SENP8 protease; Q96LD8; recombinant SENP8, Nedd8 substrate fluorescence; inhibition, % at 20 µM; 360,000 tested, 0.64% active; AID 602440; in the data active = inhibition mostly above about 40%, no sharp cut-off; inactive = mostly below about 27%
SENP8 block-2: blocks the human protease SENP8 | AID 2540 | purified SENP8, Z-RLRGG-aminoluciferin cleavage, luminescence | 330,000 tested, 1.2% active | inhibition, % at 10 µM | Q96LD8; in the data active = inhibition above about 50%
SENP6 inh: inhibitors of human SENP6 protease; Recombinant SENP6 catalytic domain, aminoluciferin luminescence; inhibition, % at 10 µM; 330,000 tested, 1.8% active; AID 2599;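 active = inhibition above about 50% at the single tested dose, limit read from the data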;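 note: plate controls were DMSO wells with enzyme for no effect and DMSO wells lacking enzyme for full effect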
HKDC1 inh: HKDC1 (human) hexokinase inhibition; recombinant HKDC1, G6PDH/diaphorase resazurin coupled fluorescence; inhibition, % at 20 µM; 340,000 tested, 0.16% active; AID 493160;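 active = inhibition above about 35% when tested at 20 µM, limit read from the data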;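 note: plate controls were DMSO wells with enzyme for no effect and DMSO wells lacking enzyme for full effect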
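Incubation: 90 min at room temperature in dark / Material: recombinant HKDC1 (HK5) hexokinase enzyme, produced in-house / Quantity: enzyme 5 µg/mL final / Compound: one dose of 20 µM, 1% DMSO / Reagent: glucose and ATP substrates / Buffer or medium: Tris pH 8.0 buffer with MgCl2, Tween-20, BSA, BME / Technique: resorufin fluorescence at 613 nm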
SENP7 block: inhibitors of human SENP7 protease; inhibition, % at 5 µM; recombinant SENP7, Z-RLRGG-aminoluciferin luminescence, 40 min; AID 434973; 330,000 tested, 1.5% active;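 active = inhibition above about 50% at the single test dose, limit read from the data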;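 note: plate controls were DMSO with enzyme for no effect and no enzyme buffer wells for full effect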
Target sequence (Q9BQF6 706-1050 limits assumed): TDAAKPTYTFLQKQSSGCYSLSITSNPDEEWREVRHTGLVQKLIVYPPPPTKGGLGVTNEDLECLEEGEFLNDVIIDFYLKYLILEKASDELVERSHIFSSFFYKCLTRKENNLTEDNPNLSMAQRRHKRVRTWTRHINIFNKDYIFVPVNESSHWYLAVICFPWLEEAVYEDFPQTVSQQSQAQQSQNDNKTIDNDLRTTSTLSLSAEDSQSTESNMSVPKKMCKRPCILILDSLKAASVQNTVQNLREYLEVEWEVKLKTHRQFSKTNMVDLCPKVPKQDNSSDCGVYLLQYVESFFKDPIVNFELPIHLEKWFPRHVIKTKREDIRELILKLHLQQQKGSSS
An asterisk follows results filed as active; ? = inconclusive; . = no result given. Compounds were not picked by outcome (roughly 4% active in at least one column).

SMILES	SENP1 FRET inh	UBC13 polyUb	MIN6 prolif	PfG6PD inh	SENP8 block-1	SENP8 block-2	SENP6 inh	HKDC1 inh	SENP7 block
CCCNC(=O)CSc1nc2ccccc2c(=O)n1CCC	1	0	-2	-27	-5	-6	-3	-5	-4
O=C(C1CC1)N1CCc2cc(Br)cc(S(=O)(=O)NCCN3CCOCC3)c21	-2	3	-2	9	2	6	11	-5	5
Clc1ccc(-c2nc(C3CCCCC3)no2)cc1	2	-1	-3	5	7	34	18	8	39
CCOc1ccccc1NC(=O)CCS(=O)(=O)c1ccc2c(c1)CCN2C(C)=O	4	5	-1	-5	6	0	1	-2	4
O=C(Nc1ccc(NC(=O)C2CC2)cc1)c1ccco1	0	1	-6	-10	15	-8	2	0	-3
CC(=O)/C=C1/SC(CC(=O)O)C(=O)N1c1ccccc1 (stereo not given)	1	-2	2	-10	2	-1	-10	1	4
CCCCN(C(=O)Cc1cccc(F)c1)c1c(N)n(CCC)c(=O)[nH]c1=O	-1	-1	-3	3	3	-8	-32	-2	-7
O=C(N/N=C/C=C/c1ccccc1[N+](=O)[O-])c1cccs1	3	-2	1	14	7	5	3	-5	-3
Cc1ccc(CNC(=O)C(=O)c2cn(CC(=O)N3CCCC3)c3ccccc23)cc1	0	2	-2	-10	-10	-2	-3	-8	-5
CCC(C)N1CCN(C(=O)c2cccs2)CC1 (stereo not given)	2	1	-5	-2	-18	-7	-4	-10	7
CCN(CC)CC#CCC(O)(c1ccccc1)c1ccc(Br)cc1 (stereo not given)	0	13	-3	-4	-4	-7	5	-7	2
CC[C@@H]1CCCCc2ccccc2[C@H](C(=O)C[C@H](O)CC(C)=O)OC1=O	2	1	4	5	13	-8	-26	-4	6
CCCN(CCC)CCNc1c(NC2CCN(C(=O)OCC)CC2)c(=O)c1=O	3	5	0	-13	9	9	-2	0	-2
COc1ccc(/C=C(/C(=O)Nc2ccccc2C(=O)N2CCCC2)c2ccccc2)cc1	0	-11	-3	5	8	1	-6	-4	3
CC1C=CCC2C(=O)N(c3ccccc3OC(=O)c3cccs3)C(=O)C12 (stereo not given)	1	-8	2	-8	10	-3	-8	-3	6
O=C1C2C(C(=O)N1c1nccs1)C1C=CC2C12CC2 (stereo not given)	-1	-2	0	-14	2	-2	5	-8	8
Cc1nnsc1C(=O)NC(C)C12CC3CC(CC(C3)C1)C2 (stereo not given)	0	6	-2	-12	10	4	-1	-5	4
CN1CCN(C(=O)c2ccc3c(=O)n(-c4ccc(F)cc4)c(=S)[nH]c3c2)CC1	1	14	-2	-10	5	8	8	-3	2
O=C(CN1CC[n+]2c(-c3ccccc3)csc21)c1ccc(Br)cc1	-4	-6	-4	23	35	-1	-25	2	-2
O=c1oc(Nc2cccc(Cl)c2)nc2ccccc12	2	7	-4	12	-166	11	25	-14	4

The list goes on (2 carried over from the part before).
SMILES	SENP1 FRET inh	UBC13 polyUb	MIN6 prolif	PfG6PD inh	SENP8 block-1	SENP8 block-2	SENP6 inh	HKDC1 inh	SENP7 block
O=C(CN1CC[n+]2c(-c3ccccc3)csc21)c1ccc(Br)cc1	-4	-6	-4	23	35	-1	-25	2	-2
O=c1oc(Nc2cccc(Cl)c2)nc2ccccc12	2	7	-4	12	-166	11	25	-14	4
CCOc1ccc(N=C2NC(=O)C(CC(=O)Nc3ccccc3)S2)cc1 (stereo not given)	2	-19	1	-8	6	-4	-6	5	-5
CCCc1c(C)nc(N2CCN(c3ccccc3F)CC2)[nH]c1=O	0	3	0	-5	12	3	1	-7	6
COc1ccc(-n2cc(CN(C)C(C)c3ccncn3)c(-c3cccc(F)c3)n2)cc1 (stereo not given)	-2	7	1	17	-6	9	-11	3	7
CCOC(=O)N1CCN(C(=O)/C(=C/c2cccc3ccccc23)NC(=O)c2ccc(OC)c(OC)c2)CC1	-2	-9	1	-2	1	-12	-16	-3	-2
CCOc1ccc(C(C)NC(=S)NCc2ccc(F)cc2)cc1 (stereo not given)	0	-7	-3	14	0	1	1	3	-7
O=C(Nc1ccccc1)c1ccccc1NC(=O)C1CCCCC1	2	-4	-3	13	10	-10	-18	-3	4
Cc1cccc(C(=O)N(Cc2cccs2)C2CCS(=O)(=O)C2)c1 (stereo not given)	0	3	-1	10	16	3	-4	-2	1
COc1ccc(S(=O)(=O)NCc2ccccc2)cc1Br	-4	2	-2	.	7	-3	-1	.	8
c1cncc(-c2nnc3n2CCC3)c1	1	2	-1	-6	9	-4	-27	-5	-5
Cc1[nH]c2ccccc2c1C(O)CN1CCC2(CC1)OCCO2 (stereo not given)	-2	6	-3	-6	19	-1	4	2	2
Cc1nnc(N/N=C/c2ccccc2F)n1N	4	-7	-1	29	19	-9	-5	-4	-1
O=C1C(=Cc2cccs2)C(=O)c2ccccc21	2	-6	-1	-13	10	10	31	-2	12
Cc1ccc(NC(=O)c2ccncc2)cc1[N+](=O)[O-]	0	-9	0	0	19	-8	-20	-12	-7
Cc1cc(C)nc(/N=C(/NC(=O)Nc2ccc(Cl)c(Cl)c2)Nc2cccc(Cl)c2)n1	2	-6	0	-6	3	-13	-20	-9	-2
COc1ccc(CC(=O)NC2CCSc3ccccc32)cc1OC (stereo not given)	1	?	-1	-5	4	10	-10	-10	-4
c1ccc(-c2nc(-c3ccncc3)n[nH]2)nc1	1	-2	0	-11	-1	3	-17	-3	-3
O=C(Nc1ccc(CN2CCS(=O)(=O)CC2)cc1)c1ccccc1	0	-7	-2	-4	16	-4	-7	-5	13
COc1ccc(NC(=S)NC2CCCCC2)cn1	0	11	-3	5	22	-5	-6	-3	-1
OC1COC(O)C(O)C1O (stereo not given)	1	8	-3	-10	11	11	-5	0	-6
Cc1ccc(S(=O)(=O)N2CCN(C(=O)c3ccc4c(c3)OCO4)CC2)cc1	2	-2	0	-17	8	-5	2	-1	-9

The final 6 records of the part above open the next one.
SMILES	SENP1 FRET inh	UBC13 polyUb	MIN6 prolif	PfG6PD inh	SENP8 block-1	SENP8 block-2	SENP6 inh	HKDC1 inh	SENP7 block
COc1ccc(CC(=O)NC2CCSc3ccccc32)cc1OC (stereo not given)	1	?	-1	-5	4	10	-10	-10	-4
c1ccc(-c2nc(-c3ccncc3)n[nH]2)nc1	1	-2	0	-11	-1	3	-17	-3	-3
O=C(Nc1ccc(CN2CCS(=O)(=O)CC2)cc1)c1ccccc1	0	-7	-2	-4	16	-4	-7	-5	13
COc1ccc(NC(=S)NC2CCCCC2)cn1	0	11	-3	5	22	-5	-6	-3	-1
OC1COC(O)C(O)C1O (stereo not given)	1	8	-3	-10	11	11	-5	0	-6
Cc1ccc(S(=O)(=O)N2CCN(C(=O)c3ccc4c(c3)OCO4)CC2)cc1	2	-2	0	-17	8	-5	2	-1	-9
CCOC(=O)C1CCN(c2ncnc3c2oc2ccc(Cl)cc23)CC1	-5	0	-6	4	-188	-4	16	2	2
COC(=O)c1cc(NC(=S)N2CCN(c3ccccn3)CC2)cc(C(=O)OC)c1	7	-4	-1	16	-6	4	2	-4	2
CCOC(=O)C1=C(CNCCc2ccc(Cl)cc2)NC(=O)NC1c1ccc2c(c1)OCO2 (stereo not given)	0	3	-2	1	9	1	-6	-1	0
Oc1ccc(/C(Cc2ccccn2)=N\Nc2ccccc2)c(O)c1	-7	6	-7	28	-8	5	2	8	-2
O=C(OCCc1cc2ccccc2c(=O)o1)c1ccc2c(c1)OCO2	3	19	-1	11	-5	0	23	6	9
O=C(COc1ccc([N+](=O)[O-])cc1Cl)NCCc1ccccc1	5	-6	-1	-5	13	-2	-9	-6	7

Given field by field: part of the list above.
CCOC(=O)C1CCN(c2ncnc3c2oc2ccc(Cl)cc23)CC1
  SENP1 FRET inh = -5
  UBC13 polyUb = 0
  MIN6 prolif = -6
  PfG6PD inh = 4
  SENP8 block-1 = -188
  SENP8 block-2 = -4
  SENP6 inh = 16
  HKDC1 inh = 2
  SENP7 block = 2

COC(=O)c1cc(NC(=S)N2CCN(c3ccccn3)CC2)cc(C(=O)OC)c1
  SENP1 FRET inh = 7
  UBC13 polyUb = -4
  MIN6 prolif = -1
  PfG6PD inh = 16
  SENP8 block-1 = -6
  SENP8 block-2 = 4
  SENP6 inh = 2
  HKDC1 inh = -4
  SENP7 block = 2

Random excerpt: 3 entries already listed
SMILES	SENP1 FRET inh	UBC13 polyUb	MIN6 prolif	PfG6PD inh	SENP8 block-1	SENP8 block-2	SENP6 inh	HKDC1 inh	SENP7 block
COC(=O)c1cc(NC(=S)N2CCN(c3ccccn3)CC2)cc(C(=O)OC)c1	7	-4	-1	16	-6	4	2	-4	2
O=C(OCCc1cc2ccccc2c(=O)o1)c1ccc2c(c1)OCO2	3	19	-1	11	-5	0	23	6	9
O=C(COc1ccc([N+](=O)[O-])cc1Cl)NCCc1ccccc1	5	-6	-1	-5	13	-2	-9	-6	7

Compound activity: PubChem BioAssay, Sanford-Burnham Center for Chemical Genomics
